HT1080NT lethal = kills 2HG-producing HT-1080-NT fibrosarcoma cells; HT-1080-NT fibrosarcoma viability, CellTiter-Glo ATP luminescence, 48 h; Potency, µM (top dose mostly 46.1 µM), inactives show at the top dose activity, negative = less viability, hits mostly cytotoxic; 360,000 tested, 1.6% active; AID 686970;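 note: NT is the 2HG producing partner of a matched IDH1 knockdown line; potency is the fitted concentration of half-maximal effect; 0% = DMSO-treated cells and -100% = media-only wells without cells; nearly all actives have a fitted effect of over 55% in size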
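Luminescent CellTiter-Glo readout after 48 hours of compound exposure at 37 degrees C defined viability of HT-1080-NT cells. Activity was normalized to DMSO wells and cell-free media wells; concentration-response curves were fitted and assigned curve classes.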
HT1080 IDH1KD tx = kills HT-1080 cells with IDH1 knockdown | HT-1080 IDH1 knockdown viability, ATP luminescence, 48 h | Potency, µM (highest dose often 46.1 µM), for inactives: top-dose activity, negative = toxicity, usual class: cytotoxic | 360,000 tested, 2% active | AID 686971;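 note: potency is the fitted concentration of half-maximal effect; 0% = DMSO wells and -100% = cell-free medium wells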
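Using the IDH1-knockdown HT-1080 line run in the same batch and compound series as the NT line, viability after 48 h at 37 °C was determined by CellTiter-Glo luminescence and expressed as % activity.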
IL1B secr inh = inflammasome signaling inhibition, IL-1 beta readout. THP-1 LPS/ATP IL-1B secretion, AlphaLISA, 16 h; hits give low values. activity change, % at 57.5 µM. 360,000 tested, 4.7% active. AID 743279; in the data active = activity change below about -50%; inconclusive = mostly about -30% to -49%; note: % is set by controls: 0 for no effect and ±100 for the full control effect
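Secreted IL-1B measured by AlphaLISA bead assay after 16 h compound exposure of THP-1 cells; compounds (final up to 57.5 uM) added 1 h before LPS (250 ng/mL) and ATP (1.25 mM) stimulation; lower signal means less secretion.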
SW480 rereplic = inducers of DNA re-replication in SW480 colon cancer cells. 340,000 tested, 1.8% active. AID 624297. SW480 DNA re-replication, Hoechst DNA content imaging, 48 h. Potency, µM (doses to about 46.1 µM), for inactives: at the top dose re-replication activation, hits mostly activators; note: potency is the fitted concentration of half-maximal effect; % of control where 0% means no effect; nearly all actives have a fitted effect of over 55% in size
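Quantitative HTS format with DMSO vehicle controls; 48 hr drug incubation at 37 C, then 40 min Hoechst staining and scanning imager measurement at 405 nm excitation.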
HepG2 tox = counter-screen for TGF-b inhibitors: cytotoxicity in HepG2 cells; HepG2 CAGA-GFP viability, ATP luminescence, 18 h; Potency, µM (highest dose often 46.1 µM), for the others: at the highest dose activity change, negative = cytotoxicity, actives largely listed as cytotoxic; 410,000 tested, 0.76% active; note: potency is the fitted concentration of half-maximal effect; some results filed as inactive show a strong effect at the top dose
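HepG2 CAGA-GFP cells (1000/well, DMEM with 1% FBS) received compound, then TGF-beta at 500 pg/mL final, and were incubated 18 hours at 37 degrees C. Viability was read by CellTiter-Glo luminescence. Media-only wells were set as complete cell-killing and DMSO as no toxicity.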
ATXN2 expr inh = ATXN2 expression inhibition; HEK-293 ATXN2-luciferase reporter, luminescence, 24 h; Potency, µM (highest dose often 57 µM), for inactives: at the highest dose activity change, negative = inhibition, most hits filed as inhibitors; 360,000 tested, 0.72% active; AID 1745845; note: potency is the fitted concentration of half-maximal effect; % is set by controls: 0 for no effect and ±100 for the full control effect; nearly all actives have a fitted effect of over 55% in size
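ATXN2-luciferase reporter cells (luciferase flanked by upstream and downstream ATXN2 gene portions) were treated 24 h at 37 °C with compounds at up to 57 uM. SteadyGlo luminescence gave expression; GF-AFC fluorescence gave viability.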
MCF10A rereplic = DNA re-replication induction in MCF 10a cells | MCF 10A DNA re-replication, Hoechst nuclear intensity, 48 h | Potency, µM (series often up to 46.1 µM), for the others: at the highest dose activity, positive = re-replication, actives largely listed as activators | 350,000 tested, 2.9% active; note: potency is the fitted concentration of half-maximal effect; % of control where 0% means no effect; nearly all actives have a fitted effect of over 50% in size
S2 tox = cell viability loss in ATXN counter-screen. S2 cells (HEK-293 line with an ATXN2-luciferase reporter) viability, CellTiter-Fluor protease fluorescence, 24 h. AID 651635. 400,000 tested, 0.49% active. Potency, µM (top dose mostly 56.7 µM), hits mostly cytotoxic; note: potency is the fitted concentration of half-maximal effect; nearly all actives have a fitted effect of over 40% in size
KB-3-1 cytotox = KB-3-1 parental cell cytotoxicity. KB-3-1 viability, CellTiter-Glo ATP luminescence, 72 h. Potency, µM (doses to about 46.1 µM), without a hit: at the top dose activity change, negative = cytotoxic, hits mostly cytotoxic. 400,000 tested, 1.4% active; note: potency is the fitted concentration of half-maximal effect; % is set by controls: 0 for no effect and ±100 for the full control effect; nearly all actives have a fitted effect of over 60% in size
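72 h, 37 °C compound treatment of KB-3-1 parental cells; CellTiter-Glo added, 10 min, luminescence read. Data corrected against DMSO-only plates and normalized before curve fitting.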
Active calls of the source: *; i = inactive; ? = inconclusive; . = no result given; [ ] = remark or other dose. Unless noted, calls come from the whole dose curve; as a rule, active = well fitted curve in the direction sought with a large enough effect; inconclusive = small, poorly fitted or top-dose-only effect, or another doubt; inactive = no such curve, though single readings can be large; an effect the other way counts as inactive or inconclusive.

nr	mol	HT1080NT lethal	HT1080 IDH1KD tx	IL1B secr inh	SW480 rereplic	HepG2 tox	ATXN2 expr inh	MCF10A rereplic	S2 tox	KB-3-1 cytotox
1	CCOC(=O)C1CCCN(C(=O)Cn2ncc3c4ccccc4n(C)c3c2=O)C1 (stereo not given)	.	.	.	.	-7%	-2%	.	i	-6%
2	CCCc1cc(-c2ccc3c(c2)COc2c4ccccc4nn2-3)on1	7%	15%	-18	-3%	-5%	2%	16µM*	?	5%
3	Cc1ccc(/C(=N\O)c2oc3c(C)c4oc(=O)cc(C)c4cc3c2C)cc1	?	23µM*	-29	28%	-18%	?	?	?	?
4	CCc1ccc(CNC(=O)CSc2cc(=O)n(C)c3ccc(Cl)cc23)cc1	.	.	.	.	-8%	-2%	.	i	0%
5	c1ccc(CSC2=NNC(c3ccccn3)S2)cc1 (stereo not given)	?	?	85	?	-20%	-17%	?	?	?
6	O=C(Nc1cc(Cl)ccc1N1CCCC1)C1=NN(c2ccccc2)C(=O)CC1	10%	12%	31	0%	2%	.	?	i	-6%
7	CC(C)CC(=O)Nc1c2c(nn1-c1cccc(Cl)c1)CS(=O)(=O)C2	-4%	-5%	?	6%	-8%	5%	14%	i	-4%
8	COc1ccc(OC)c(NC(=O)N2CCN(Cc3nc4ccc(C)cc4o3)CC2)c1	.	.	.	.	-20%	5%	.	i	7%
9	Cc1ccc(CN2C(=O)CCC2C(=O)NCCN2CCN(c3cccc(Cl)c3)CC2)cc1 (stereo not given)	-2%	-15%	?	?	-1%	-15%	26%	i	-2%
10	COc1cc2oc(-c3ccc(O)cc3)cc(=O)c2c(O)c1OC	-1%	-5%	-17	-2%	-17%	1%	12%	i	?
11	Cc1ccc(N(C)C(=O)Cn2cc(S(=O)(=O)N3CCCC3)c(S(=O)(=O)N3CCCC3)c2)cc1	.	.	.	.	2%	6%	.	i	-2%
12	Cc1ccsc1/C=C1/SC(N2CC(C)OC(C)C2)=NC1=O (stereo not given)	12%	8%	-17	?	-2%	-15%	-1%	i	1%
13	COc1cc(NC(=O)C2CCCC2)c(OC)cc1Cl	-12%	-11%	-6	8%	-23%	-7%	6%	i	-6%
14	O=C(c1cccc(F)c1)n1nnc2ccccc21	5%	5%	1	1%	3%	12%	1%	i	-1%
15	CNS(=O)(=O)c1ccc2c(c1)C(=O)c1cc(S(=O)(=O)NC)ccc1CC2	.	.	.	-4%	5%	4%	-4%	i	?
16	CC(=O)c1cccc(NC(=S)N2CCc3ccccc32)c1	-6%	-4%	14	7%	-6%	20%	-19%	i	4%
17	CC1CCCN(S(=O)(=O)c2ccc(NC(=O)C3CCN(C(=O)c4ccco4)CC3)cc2)C1 (stereo not given)	-7%	-17%	15	0%	-8%	-11%	15%	i	-27%
18	COc1cc(/C=N/N=C2/SCC(=O)N2c2ccc(O)cc2)ccc1O	-5%	-1%	35	?	-13%	?	?	i	29%
19	O=C(CC1C[C@H](C(=O)N2CCOCC2)[C@@]2(CCC3CCCC3)c3[nH]c4ccccc4c3CCN2C1=O)NCc1ccco1 (stereo not given in full)	1%	3%	?	-3%	8%	12%	0%	i	0%
20	CCCCn1c(N)c(N(CCOC)C(=O)c2ccc(Br)o2)c(=O)[nH]c1=O	5%	13%	-4	16%	6%	3%	-7%	i	14%
21	Cc1ccc(/C=C/c2onc(C)c2S(=O)(=O)N2CCC(C(=O)N3CCCCC3)CC2)cc1	-6%	-5%	?	-17%	-19%	-8%	27%	?	1%
22	O=C(Nc1cccs1)Nc1nnc([C@@H]2C[C@H](O)[C@@H](CO)O2)s1	2%	6%	62	.	-4%	9%	.	i	?
23	Cc1ccc2cc(CN(CCN(C)C)C(=O)Nc3ccc(Cl)cc3)c(=O)[nH]c2c1	?	-2%	.	?	-6%	87%[activator]	?	i	?
24	CC(C)=CCC/C(C)=C/CNC(=O)C[C@H]1C[C@H](C(=O)N2CCCCC2)[C@@]2(C)c3[nH]c4cc(-c5ccco5)ccc4c3CCN2C1=O	?	?	-67*	?	-21%	?	?	?	?
25	O=C(Nc1ccccc1)c1cccc2c(Br)cccc12	-8%	-8%	23	-2%	-28%	.	-4%	i	1%
26	CCN(CC)C(=O)Cn1cc(S(=O)(=O)CC(=O)NCc2ccccc2)c2ccccc21	0%	-14%	i	-2%	0%	6%	-3%	i	6%
27	C[n+]1ccccc1/C=C/c1c(F)cccc1F	-18%	-27%	0	5%	-22%	13%	?	i	?
28	COc1cccc(-n2c(SC)nnc2-c2c[nH]c3ccccc23)c1	6%	-1%	5	-1%	-22%	-20%	-1%	i	-10%
29	COc1ccc(Br)cc1CNC(=O)C1COc2ccccc2C1 (stereo not given)	.	.	.	.	-13%	12%	.	i	2%
30	COc1ccc([N+](=O)[O-])cc1NC(=O)CS(=O)(=O)c1ccc(C)cc1	-1%	-5%	-18	-6%	-10%	-12%	-2%	i	-15%

Some entries already given, limited to ATXN2 expr inh.
no.	molecule	ATXN2 expr inh
19	O=C(CC1C[C@H](C(=O)N2CCOCC2)[C@@]2(CCC3CCCC3)c3[nH]c4ccccc4c3CCN2C1=O)NCc1ccco1 (stereo not given in full)	12%
20	CCCCn1c(N)c(N(CCOC)C(=O)c2ccc(Br)o2)c(=O)[nH]c1=O	3%
21	Cc1ccc(/C=C/c2onc(C)c2S(=O)(=O)N2CCC(C(=O)N3CCCCC3)CC2)cc1	-8%
22	O=C(Nc1cccs1)Nc1nnc([C@@H]2C[C@H](O)[C@@H](CO)O2)s1	9%

Following part:
nr	mol	HT1080NT lethal	HT1080 IDH1KD tx	IL1B secr inh	SW480 rereplic	HepG2 tox	ATXN2 expr inh	MCF10A rereplic	S2 tox	KB-3-1 cytotox
31	Cc1ccc(CNC(=O)CN2C(=O)C3CCCCN3c3ccc(C(=O)N(C)C)cc32)cc1 (stereo not given)	.	.	.	.	4%	-1%	.	i	3%
32	O=C(O)CSCc1nc2cccnc2n1C1CCCCC1	-1%	-23%	-30	?	0%	0%	?	i	0%
33	COc1ccc(CNC(=O)COC(=O)c2ccccc2OCC(=O)Nc2ccc(SC(F)F)cc2)cc1	-1%	-6%	-2	10µM*	-9%	-9%	-10%	i	?
34	Cc1nn(C(=O)N2CCCCC2)c(C)c1CN1C(=O)c2ccccc2C1=O	-1%	-7%[9.24 µM]	16	-5%	0%	1%	10%	i	-4%
35	COc1cccc(C2CC(c3ccccc3OC)n3nc(N)nc3N2)c1 (stereo not given)	-1%	-7%	-14	-7%	-5%	0%	1%	i	-21%
36	Cc1ccc(NC(=O)COC(=O)c2ccc(OCc3c(C)noc3C)cc2)cc1S(=O)(=O)N1CCOCC1	25%	23%	4	-6%	6%	10%	-2%	i	9%
37	NC(=O)CC(NC(=O)Cc1ccc(Br)cc1)c1ccc(NCc2cc(F)ccc2F)c([N+](=O)[O-])c1 (stereo not given)	-27%	-20%	-8	5%[9.22 µM]	-44%	?	16%	?	-9%
38	CCCCN(CC)CCNC(=O)c1nn(C)c2c1CS(=O)(=O)c1ccccc1-2	.	.	.	.	-10%	3%	.	?	2%
39	COc1cc(OC)cc(C(=O)NCC(=O)Nc2ccc(OC)c(Cl)c2)c1	-1%	-9%	-14	2%	1%	-19%	-3%	i	-7%
40	Cc1csc(=O)n1CCC(=O)OCc1nnc(-c2ccc(Cl)cc2)o1	-1%	9%	26	-254%[inhibitor]	-13%	6%	-11%	i	0%
41	O=C(Nc1nccs1)c1ccc(Br)o1	11%	17%	17	-14%	-1%	52%[activator]	10%	i	-3%
42	COc1ccc(N2C(=O)C3CCCN3C2c2cc(OC)c(OC)c(OC)c2)cc1 (stereo not given)	2%	-11%	-21	-11%	5%	2%	-5%	i	1%
43	Cc1oc2ccc(NS(=O)(=O)c3ccccc3)cc2c1C(=O)Nc1ccccc1	-25%	-1%	-3	-3%	7%	-15%[11.3 µM]	11%	i	-10%
44	Cc1ccc(/C=N/Nc2nncn2N)cc1	?	?	20	?	i	-12%	?	i	-2%
45	Cc1cccc(NC(=S)N/N=C/c2ccc3c(c2)OCO3)c1	2%	7%	9	0%	-15%	33%[activator]	2%	i	-6%
46	Oc1ccccc1-c1cncn1Cc1ccccc1	2%	-9%	-20	?	3%	4%	?	?	0%
47	O=C(NC(=S)NC1CCCCCCCCCCC1)c1cccnc1	-1%	0%	30	-12%	19%	-10%	1%	i	-8%
48	N#CCC(=O)N/N=C/c1cc(-c2ccccc2)n(-c2ccc(Cl)cc2)c1-c1ccccc1	?	21µM*	29	?	11%	-34%	?	.	-14%
49	OC[C@@H]1CN(Cc2ccccc2)C[C@H](n2cnc3c(N4CCN(c5ccccc5)CC4)ncnc32)O1	-12%	1%	-6	.	-8%	-34%	.	i	-1%
50	O=S(=O)(c1cccc(-c2n[nH]c(=S)n2-c2ccc(OC(F)(F)F)cc2)c1)N1CCOCC1	-6%[9.24 µM]	5%	18	-42%[inhibitor]	8%	-9%	2%	i	13%

Compound profiles (already shown). Order of values: HT1080NT lethal | HT1080 IDH1KD tx | IL1B secr inh | SW480 rereplic | HepG2 tox | ATXN2 expr inh | MCF10A rereplic | S2 tox | KB-3-1 cytotox
`NC(=O)CC(NC(=O)Cc1ccc(Br)cc1)c1ccc(NCc2cc(F)ccc2F)c([N+](=O)[O-])c1` (stereo not given) reads -27% | -20% | -8 | 5%[9.22 µM] | -44% | ? | 16% | ? | -9%
`COc1cccc(-n2c(SC)nnc2-c2c[nH]c3ccccc23)c1` reads 6% | -1% | 5 | -1% | -22% | -20% | -1% | i | -10%
`O=C(O)CSCc1nc2cccnc2n1C1CCCCC1` reads -1% | -23% | -30 | ? | 0% | 0% | ? | i | 0%
`Oc1ccccc1-c1cncn1Cc1ccccc1` reads 2% | -9% | -20 | ? | 3% | 4% | ? | ? | 0%

Source: PubChem (National Center for Advancing Translational Sciences (NCATS))
